Screens (PubChem BioAssay)
ADAM10 inh: human ADAM10 inhibitors, primary screen, biochemical, QFRET, HTS | Disintegrin and metalloproteinase domain-containing protein 10 (Homo sapiens), O14672 | recombinant ADAM10, EDANS/DABCYL FRET peptide cleavage, 3 h | inhibition, % at 7 µM | hit rate 0.62% among 370,000;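 active = inhibition above a per-campaign cutoff equal to the mean of compounds falling between control-based bounds plus 3 SD, cut at about 20% in these data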;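 also: 0% = DMSO wells while the 100% control is not disclosed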
hcDAF-12 act: H. contortus DAF-12 nuclear receptor activators, primary screen, cell-based, luminescence, HEK293, lit1-tk-luc reporter; HEK293 hcDAF-12 lit1-tk-luc reporter; 0% DMSO, 100% Δ7-dafachronic acid; activation, % at 6.8 µM; hit rate 1.4% among 370,000;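 active = activation above the mean of all tested compounds plus 3 SD, cut at about 5.5% in these data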;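 also: 100% = response to 3 µM Δ7-dafachronic acid high control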
ADAM17 inh: ADAM17 inhibitors, primary screen, biochemical, QFRET; Disintegrin and metalloproteinase domain-containing protein 17 (Homo sapiens), P78536; recombinant ADAM17, EDANS/DABCYL FRET peptide cleavage; inhibition, % at 6.95 µM; hit rate 0.83% among 370,000; AID 720648, 2013;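 active = inhibition above the mean of compounds lying between control limits plus 3 SD, set per campaign, cut at about 8.5% in these data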;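 also: 0% = DMSO-only wells as the low control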
Target sequence (P78536 215-824 limits assumed): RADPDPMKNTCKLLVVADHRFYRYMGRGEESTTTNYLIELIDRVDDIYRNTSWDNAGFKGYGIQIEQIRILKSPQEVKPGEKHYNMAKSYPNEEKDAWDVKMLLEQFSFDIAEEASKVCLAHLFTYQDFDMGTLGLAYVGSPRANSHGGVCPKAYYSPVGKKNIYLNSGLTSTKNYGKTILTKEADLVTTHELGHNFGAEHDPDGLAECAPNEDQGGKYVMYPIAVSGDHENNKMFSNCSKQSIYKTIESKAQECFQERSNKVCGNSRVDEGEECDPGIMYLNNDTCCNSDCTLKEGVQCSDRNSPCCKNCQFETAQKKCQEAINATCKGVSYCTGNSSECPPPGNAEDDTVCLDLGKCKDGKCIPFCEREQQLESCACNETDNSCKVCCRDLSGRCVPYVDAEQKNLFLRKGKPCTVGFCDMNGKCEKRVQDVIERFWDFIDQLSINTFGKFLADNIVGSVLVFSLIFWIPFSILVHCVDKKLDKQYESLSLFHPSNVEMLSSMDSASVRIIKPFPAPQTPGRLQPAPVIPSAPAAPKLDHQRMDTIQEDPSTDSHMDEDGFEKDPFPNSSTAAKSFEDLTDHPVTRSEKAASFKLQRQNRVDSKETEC
NPR1 activator: GC-A stimulated cGMP production enhancers – HEK293 GC-A cells, cGMP TR-FRET, EC30 ANP, primary screen | activation, % at 10 µM | 0% at EC30 ANP, 100% saturating ANP | hit rate 0.14% among 370,000 | Atrial natriuretic peptide receptor 1 (Homo sapiens), P16066; in the data active = activation above about 40%
PG9 Ab binder: binders of HIV-1 gp120 antibody PG9, primary screen, biochemical, TR-FRET. HIV-1 gp120 / PG9 antibody interaction. hit rate 0.43% among 360,000. inhibition, % at 6.7 µM. TR-FRET gp120-PG9 antibody binding; in the data active = inhibition above about 8.5%
ssDAF12 agonist: S. stercoralis DAF-12 nuclear receptor activators, primary screen, cell-based, luminescence, HEK293, GRIP1 co-expression, lit1-tk-luc; Nuclear hormone receptor DAF-12 (Strongyloides stercoralis); hit rate 1% among 370,000; HEK293 ssDAF-12/GRIP1 lit1-tk-luc reporter; % of 3 µM dafachronic acid response; activation, % at 6.8 µM;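 active = activation above the mean over all tested compounds plus 3 SD, cut at about 0.9% in these data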;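 also: 0% = DMSO-only wells and 100% = 3 µM delta7-dafachronic acid wells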
GAA850 FXN act: FXN promoter activators, primary screen, cell-based, luciferase luminescence, HEK293 lucGAA850; HEK293 lucGAA850 FXN promoter luciferase reporter, 24 h; percent of 10 µM SAHA response; activation, % at 6 µM; hit rate 0.56% among 360,000;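 active = activation above the average of all compounds screened plus 3 SD, cutoff fixed separately per campaign, cut at about 7.5% in these data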;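 also: 0% = DMSO wells and 100% = 10 µM SAHA wells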
hgDAF12 agonist: H. glycines DAF-12 receptor agonists, primary screen, cell-based, luminescence, HEK293, GAL4 fusion, UAS-luciferase; HEK293 GAL4-hgDAF12 UAS-luciferase reporter, agonist luminescence; normalized to butyrate control; hit rate 1.8% among 370,000; activation, % at 6.8 µM;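 active = activation above a cutoff set at the mean of all screened compounds plus 3 SD, cut at about 10% in these data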;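 also: 0% = DMSO wells and 100% = sodium butyrate wells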
DAX1 inh-1: DAX1 (NR0B1) inhibitors on StAR promoter, primary screen, cell-based, luminescence, SF-1 (NR5A1), full-length DAX-1. hit rate 1.1% among 370,000. AID 652010, 2013. HEK293T StAR-luciferase reporter, SF-1/DAX-1 repression relief. inhibition, % at 6.8 µM;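 active = inhibition above the mean over all tested compounds plus 3 SD, cut at about 3.6% in these data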;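 also: 0% = DAX-1 cells with DMSO and 100% = cells lacking DAX-1 with DMSO; higher inhibition means more luminescence from relief of DAX-1 repression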
DAX1 inh-2: DAX1 (NR0B1) inhibitors, primary screen, cell-based, HEK293, Gal4-DAX1, luciferase luminescence; Nuclear receptor subfamily 0 group B member 1 (Homo sapiens), P51843; inhibition, % at 6.75 µM; HEK293 Gal4-DAX1 luciferase reporter; AID 504766, 2011; hit rate 0.99% among 340,000;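 active = inhibition above the mean over all tested compounds plus 3 SD, cut at about 4.2% in these data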;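 also: 0% = DAX1-transfected cells with DMSO and 100% = empty-vector control cells with DMSO; inhibition shows as a rise in luminescence from relieved DAX1 repression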
Target sequence (P51843 207-470 limits assumed): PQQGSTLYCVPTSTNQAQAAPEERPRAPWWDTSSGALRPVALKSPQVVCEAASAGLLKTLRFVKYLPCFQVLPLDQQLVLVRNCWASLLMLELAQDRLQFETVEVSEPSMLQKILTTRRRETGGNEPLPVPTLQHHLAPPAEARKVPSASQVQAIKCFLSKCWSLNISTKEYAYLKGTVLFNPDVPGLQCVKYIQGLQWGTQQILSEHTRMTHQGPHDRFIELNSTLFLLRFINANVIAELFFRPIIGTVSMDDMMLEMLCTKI
SMARCA2 activ: SMARCA2 (BRM) function activators, primary screen, cell-based, luminescence, high throughput; activation, % at 9.1 µM; MG213 cells, MMTV-luciferase reporter, dexamethasone, overnight; hit rate 1% among 370,000; in the data active = activation above about 7.8%;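 also: 0% = vehicle wells and 100% = reference activator wells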
Starred values were filed as active, the others as inactive; i = inactive; x = no result given.

SMILES	ADAM10 inh	hcDAF-12 act	ADAM17 inh	NPR1 activator	PG9 Ab binder	ssDAF12 agonist	GAA850 FXN act	hgDAF12 agonist	DAX1 inh-1	DAX1 inh-2	SMARCA2 activ
COc1ccc(C(=O)NCc2oc(-c3ccccc3)cc2C(=O)O)cc1	-5	-0.6	-3	1	-0.8	-1.0	-0.4	0.7	-0.5	1.3	1
COc1ccc(CCNC(=O)C2CCCN(S(=O)(=O)c3cnc[nH]3)C2)cc1OC (stereo not drawn)	-10	1.7	-4	5	-1.4	-0.5	2.1	1.6	-0.9	2.7	-1
CC(C)C[C@@H](CO)N1CCN(CC(C)C)CCC1=O	4	-0.7	-1	0	-1.3	-1.4	-1.7	-0.1	-0.3	1.2	1
O=C(O)CCC(=O)N1N=C(c2ccc(Br)cc2)CC1c1cccs1 (stereo not drawn)	-4	-0.3	-3	-2	-1.9	-1.6	2.2	-0.3	-0.4	0.3	3
COc1ccc(Cc2c(C3CCCCC3)nc3cc(C)c(Br)c(C)n23)c(C)c1	2	1.1	-1	2	-1.2	-0.9	x	0.3	1.7	x	5
CCCn1c(SCC(=O)Nc2ccc3c(c2)OCO3)n[nH]c1=O	-14	0.9	-4	-4	1.8	-1.0	-0.8	-0.9	-1.1	1.4	-4
CCN(CC(=O)NC1CCS(=O)(=O)C1)S(=O)(=O)c1ccccc1Cl (stereo not drawn)	-2	0.0	-4	3	-0.9	-1.1	-0.6	-2.2	-0.1	0.3	0
COc1ccc(CCn2c(NCc3ccco3)nc3c2c(=O)[nH]c(=O)n3C)cc1	-11	1.2	1	-10	0.4	-0.8	0.3	-2.7	-0.9	0.7	-4
CCc1ccccc1NC(=O)Nc1c(C)n(C)n(-c2ccccc2)c1=O	-8	-2.4	-4	0	-0.6	-1.4	0.6	0.1	-0.1	0.0	-1
Cc1ccc(C(=O)NCCc2nnc3ccc(SCC(=O)Nc4c(C)cc(C)cc4C)nn23)cc1	-3	-2.9	-4	-5	-1.9	-0.7	1.7	1.2	0.4	-1.8	-1
CCN(CC)S(=O)(=O)c1cccc(-c2n[nH]c(=S)n2C(C)COC)c1 (stereo not drawn)	-12	-0.6	-3	4	0.1	-1.2	-0.1	-4.8	-0.2	-0.2	-3
Cc1ccc(C=C2C(=O)c3ccccc3C2=O)o1	-4	6.3*	-2	-2	-5.5	-1.3	4.9	5.2	0.2	0.8	0
CC(=O)c1cccc(NC(=O)Cn2cnc(S(=O)(=O)N3CCCCC3)c2)c1	5	-1.4	-1	1	-2.2	-0.7	-1.1	-0.2	-0.4	0.3	6
Cc1c(-n2cc(C(=O)O)c(=O)c3cc(F)c(N4CCCC(O)C4)c(F)c32)c(=O)n(-c2ccccc2)n1C (stereo not drawn)	-182	-0.1	-52	0	-1.9	-0.9	-0.4	2.8	-0.4	-1.0	2
COc1ccc(CCNC(=O)[C@@H](NC(=O)N2CCn3c2nc2ccccc23)C(C)C)cc1OC	6	-0.6	-2	3	-0.3	-1.2	-0.8	0.1	-0.2	0.5	1
CCC(Sc1nc2c(c(=O)[nH]1)CCC2)C(=O)Nc1cccc(OC)c1 (stereo not drawn)	8	-1.5	2	-14	1.6	-1.4	4.2	-1.9	-0.3	-0.3	-3
CC(=O)c1ccc(NC(=O)c2cc(=O)[nH]c3ccccc23)cc1	6	3.7	-2	-5	-1.4	-0.3	2.4	2.8	0.5	-0.4	2
CCSc1nc(O)cc(=O)n1-c1ccc(OC)cc1	11	-0.4	3	2	-1.3	-1.3	-0.4	0.1	-0.5	0.6	-4
CCCCN1C(=O)C(=O)NC[C@@H]1CCCCN	-2	0.8	-3	-1	1.2	-0.7	-1.1	-0.2	0.2	-0.6	1
CCC1C(c2ccccc2)=CCC(C(=O)O)C1C (stereo not drawn)	-11	0.1	-9	-1	1.3	-1.0	3.2	-3.8	-1.0	-0.4	-2

Whole records, looked up by structure. Values in the order: ADAM10 inh, hcDAF-12 act, ADAM17 inh, NPR1 activator, PG9 Ab binder, ssDAF12 agonist, GAA850 FXN act, hgDAF12 agonist, DAX1 inh-1, DAX1 inh-2, SMARCA2 activ
CCSc1nc(O)cc(=O)n1-c1ccc(OC)cc1 across the screens: 11, -0.4, 3, 2, -1.3, -1.3, -0.4, 0.1, -0.5, 0.6, -4
COc1ccc(C(=O)NCc2oc(-c3ccccc3)cc2C(=O)O)cc1 across the screens: -5, -0.6, -3, 1, -0.8, -1.0, -0.4, 0.7, -0.5, 1.3, 1

Following part
SMILES	ADAM10 inh	hcDAF-12 act	ADAM17 inh	NPR1 activator	PG9 Ab binder	ssDAF12 agonist	GAA850 FXN act	hgDAF12 agonist	DAX1 inh-1	DAX1 inh-2	SMARCA2 activ
CCCOc1ccc(CN(CCO)CCO)cc1C(=O)OC	0	-1.6	-4	6	1.0	-1.1	3.6	-0.7	0.8	0.4	-3
COC(=O)NCc1ccc(CNC(=O)OC)cc1	0	2.8	0	-2	-0.1	-0.7	2.8	-0.2	0.0	-0.8	4
CC(C)c1cc(C(=O)N/N=C/c2c[nH]c3ccccc23)n[nH]1	-3	2.2	0	5	-3.2	-1.1	1.0	2.2	0.5	4.7*	0
O=C(CCn1c(=O)[nH]c2ccccc2c1=O)N1CCN(c2ccc(Cl)cc2)CC1	-8	-1.5	-3	9	4.0	-1.2	-2.7	-1.9	-0.3	0.0	-4
O=C(OCC(=O)N1CCc2ccccc2C1)c1ccc(Cl)c([N+](=O)[O-])c1	-8	-0.5	-1	8	2.0	-0.8	0.5	1.7	-2.1	-0.5	0
CC(C)(C)CC(=O)Nc1cccc2c1CCCC2	11	-2.0	0	1	-1.9	-0.6	0.3	1.2	-0.3	2.0	8
CCN(CC)c1ccc(/C=N/Nc2ccc(C)cc2)c(O)c1	3	1.5	1	3	-1.2	-0.7	1.2	-1.7	0.0	0.7	1
COc1ccc(Cl)cc1NC(=O)CN(C)C(=O)c1ccc(-n2cncn2)cc1	-7	0.3	-2	-5	0.2	-0.8	2.0	0.2	-0.1	0.2	0
CC(CC(=O)NCCc1ccc(F)cc1)c1ccccc1 (stereo not drawn)	-3	-0.4	-2	0	-1.8	-0.8	0.1	1.6	0.3	1.3	1
COc1ccccc1NC(=S)NNC(=O)c1ccc(O)cc1	-1	2.4	-8	2	1.2	-0.5	1.9	4.0	1.5	1.2	5
Cc1ccc(C)c(N(CC(=O)NN=C2CCCCCCC2)S(C)(=O)=O)c1	6	-1.0	0	4	-1.8	-1.2	1.6	-0.9	0.5	0.0	0
CCN=C1SC(CC(=O)Nc2ccc(C(F)(F)F)cc2)C(=O)N1CC (stereo not drawn)	-2	-1.6	-1	3	0.8	-1.1	0.5	4.9	-0.1	1.1	1
O=C(NCc1ccccc1Cl)c1ccc2sc([C@@H]3O[C@H](CO)[C@H](O)[C@H](O)[C@H]3O)nc2c1	-5	0.9	-3	-1	0.1	0.1	0.5	-0.5	0.0	x	-4
COc1ccc(NC(=O)C(OC(=O)CNC(=O)c2ccccc2)c2ccccc2)cc1F (stereo not drawn)	3	-2.7	2	-9	x	-1.4	x	1.4	x	x	x
COc1ccc(-c2cc(NC=O)c3ncc(-c4cccc(C(=O)NCCN(C)C)c4)n3c2)c(OC)c1	-31	-1.8	-5	13	0.2	-1.5	-0.2	0.3	1.0	x	2
COc1ccc(OC)c2c(C)cc(N3CCCCCC3)nc12	-103	-0.4	-32	16	2.7	-1.8	-1.6	-0.3	-0.1	-1.8	-1
C/C(CC(=O)Nc1ccc2c(c1)OCCO2)=N\NC(=O)Cc1ccccc1	2	2.7	1	-1	-2.1	-0.8	-1.2	1.0	-0.3	2.8	-2
O=C(c1ccc(-c2ccccc2Cl)o1)N1CCN(S(=O)(=O)c2cccs2)CC1	4	-1.1	0	-16	1.7	-1.0	5.1	3.3	2.1	-0.7	-1
CCc1nc(SCC(=O)Nc2ccc([N+](=O)[O-])cc2)n[nH]1	-6	-1.1	-2	1	-1.9	-0.6	0.0	0.3	0.8	1.1	-2
C=C(C)Cc1c(C)c(C#N)c2[nH]c3ccccc3n2c1=O	i	-2.1	-186	13	-0.7	-0.6	-0.4	-1.8	-0.6	-0.5	-3
O=C(C1CCCN(S(=O)(=O)c2ccc(Br)s2)C1)N1CCCCCC1 (stereo not drawn)	8	-1.4	0	2	-1.7	-1.3	0.4	-2.8	-1.5	-1.2	0
O=C(NCCCc1ccccc1)[C@H](Cc1ccccc1)NC1(C(=O)NCCc2c[nH]c3ccccc23)CCOCC1	15	-0.5	5	-4	x	-1.0	x	0.2	x	x	x
O=C(Nc1nnc(-c2ccco2)o1)c1ccc(Br)s1	-3	-0.8	0	1	-3.1	0.6	1.4	0.0	0.6	0.2	-2
Cc1cccc(-c2noc(-c3ccc(F)cc3)n2)c1	0	4.3	-1	2	0.2	-0.4	4.9	7.3	1.8	1.4	7
CC[C@]12c3[nH]c4cc(-c5ccco5)ccc4c3CCN1C(=O)[C@@H](CC(=O)NCCc1ccccn1)C[C@@H]2C(=O)N1CCN(C(=O)c2ccco2)CC1	i	-2.4	-228	6	-1.5	-1.7	-0.6	-2.3	0.0	0.8	0
COc1ccccc1N1CCN(S(=O)(=O)CCNC(=O)c2ccccc2Br)CC1	1	-1.7	-1	2	1.5	-1.2	-1.3	0.0	-0.3	0.4	-2
c1ccc(Cn2nnnc2-c2ccco2)cc1	3	1.0	-1	3	-2.0	-1.7	-0.1	-1.3	-0.5	-1.1	5
Nc1c(-c2ccccc2)c(CSc2nc3ccccc3[nH]2)nn1-c1ccc(C(=O)O)cc1	-4	-1.5	-1	0	-3.0	0.2	-1.4	0.2	0.1	0.0	2
CC(C)NC(=O)[C@]1(C#N)CC(=O)N(C)[C@@H]1c1ccccc1	2	-1.1	2	1	x	-1.5	x	1.7	0.5	x	2
Cc1cccc(C)c1NC(=S)N(C)CCc1ccccn1	5	-1.4	1	1	-1.0	-1.0	-0.9	2.7	-0.3	-0.4	-3
O=C1CN(c2ccc(Cl)cc2)C2(CCCCC2)S1	-2	-1.5	5	-1	1.9	-0.2	0.9	-3.7	-0.2	1.3	-3
COc1cc(OC)cc(C(=O)Nc2ccccc2C(=O)NC2CC2)c1	-11	-1.9	-5	1	0.5	-0.9	-2.7	-1.4	-1.3	-0.7	-3
Cc1cc(S(=O)(=O)NCC(C)C)ccc1OCC(=O)NCC1CCCO1 (stereo not drawn)	2	-1.3	2	-2	-1.4	-1.0	3.0	-0.4	-0.1	0.3	-2
COc1ccccc1C(=O)Nc1ccnn1C1CCN(C(=O)c2ccoc2C)CC1	-6	0.1	-5	0	-2.2	-0.6	4.0	2.2	-0.7	-0.3	2
